ERG Ets-DNA blk – qHTS for Small Molecule Inhibitors of the ERG Ets/DNA interaction. Potency, µM (top dose mostly 76.9 µM), inactives show top-dose FP activity, negative = inhibition, most hits filed as inhibitors. AID 624246, 2012. 370,000 tested, 0.028% active. fluorescence polarization, His-ERG Ets domain / labelled DNA; active means well fitted inhibition curve with a large enough effect in the polarisation, with a control signal flat; inconclusive means small, poorly fitted or top-dose-only effect, or effect the other way, or a change in a side signal; inactive means no such curve, though single readings can be large or run the other way; the % refers to the polarisation;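 further: polarization taken with two DNA probes labelled with fluorescein and Texas red; potency means the concentration at half of the fitted maximal effect; % of control where 0% means no effect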
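His-tagged ERG Ets domain (1 uM in the protein solution; 300mM KCl, 50mM Tris-HCl, 1mM EDTA, 1mM DTT, pH 7.5) received compound, then a probe mix of 5 nM fluorescein-DNA and 100nM Texas-615-DNA. Fluorescence polarization was read for both dyes.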
D2 agonist – HTS Assay for Allosteric Agonists of the Human D2 Dopamine Receptor: Primary Screen for Agonists | D(2) dopamine receptor (Homo sapiens), P14416 | HEK293 T-REx D2 cells, calcium flux agonist mode | activation, % at 2 µM | 340,000 tested, 0.53% active;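 active means activation over 3 SD above normal in the single-dose calcium agonist read, cut at about 30% in these data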; further: 0% is about no effect
Target sequence (P14416 whole entry, looked up): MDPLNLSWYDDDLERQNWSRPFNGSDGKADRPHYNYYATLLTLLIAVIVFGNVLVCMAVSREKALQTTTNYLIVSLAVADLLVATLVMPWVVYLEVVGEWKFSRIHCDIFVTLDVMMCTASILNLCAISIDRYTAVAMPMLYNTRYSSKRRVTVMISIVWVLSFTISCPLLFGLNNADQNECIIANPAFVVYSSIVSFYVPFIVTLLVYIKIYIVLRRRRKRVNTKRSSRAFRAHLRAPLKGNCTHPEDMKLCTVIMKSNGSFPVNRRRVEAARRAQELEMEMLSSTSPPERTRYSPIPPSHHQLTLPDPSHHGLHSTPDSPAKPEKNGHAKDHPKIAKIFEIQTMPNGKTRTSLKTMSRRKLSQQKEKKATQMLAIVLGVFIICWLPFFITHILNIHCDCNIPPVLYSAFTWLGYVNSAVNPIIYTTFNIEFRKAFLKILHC
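Agonism is scored from calcium flux in a force-coupled, inducible HEK293 cell line expressing D2, read kinetically for 180 s after compound addition against dopamine controls.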
12-LOX inh – Primary qHTS assay for inhibitors of human arachidonate 12S-lipoxygenase (ALOX12): Round 2; purified 12hLO, xylenol orange hydroperoxide absorbance; Potency, µM (doses to about 108 µM), for the others: at the top dose activity change, negative = inhibition, usual class: inhibitors; 580,000 tested, 1.1% active; further: potency means the concentration at half of the fitted maximal effect; on the % scale 0 is the no-effect control and ±100 the full control effect
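Purified human 12hLO at 150 nM in 25 mM Hepes, 0.01% Triton X-100, pH 7.0, preincubated 15 min at room temperature with compound. Reaction started with 40 uM arachidonic acid, 30 min at room temperature. Hydroperoxide measured by Fe-xylenol orange, 573/405 nm absorbance ratio.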
Vif-APOBEC3F blk – qHTS for Inhibitors of Vif-A3F Interactions: qHTS. 390,000 tested, 0.2% active. HeLa A3F-eYFP + Vif (tagged APOBEC3F with the HIV-1 protein that degrades it), YFP fluorescence increase. AID 602313, 2012. Potency, µM (doses to about 46.1 µM), for inactives: top-dose activity, negative = active; further: potency means the concentration at half of the fitted maximal effect; % of control where 0% means no effect; nearly all actives have a fitted effect of over 65% in size
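Fluorescence increase (Ex 488/Em 500-530) after overnight compound treatment at 37 deg C flags inhibition of Vif-driven A3F-eYFP loss in stable HeLa A3F-eYFP/Vif cells seeded overnight beforehand.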
Vif-A3G inh – qHTS for Inhibitors of Vif-A3G Interactions: qHTS; 410,000 tested, 0.076% active; DNA dC->dU-editing enzyme APOBEC-3G (Homo sapiens), Q9HC16; Potency, µM (titrated, usually from 46.1 µM), for inactives: at the top dose activity, negative = active, actives largely listed as inhibitors; HeLa A3G-eYFP + Vif (tagged APOBEC3G with the HIV-1 protein that degrades it), YFP fluorescence, overnight; AID 602310, 2012;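 further: potency means the concentration at half of the fitted maximal effect; on the % scale 0 is the no-effect control and ±100 the full control effect; nearly all actives have a fitted effect of over 60% in size; hits raise eYFP signal because A3G escapes Vif-driven loss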
Target sequence (Q9HC16 whole entry, looked up): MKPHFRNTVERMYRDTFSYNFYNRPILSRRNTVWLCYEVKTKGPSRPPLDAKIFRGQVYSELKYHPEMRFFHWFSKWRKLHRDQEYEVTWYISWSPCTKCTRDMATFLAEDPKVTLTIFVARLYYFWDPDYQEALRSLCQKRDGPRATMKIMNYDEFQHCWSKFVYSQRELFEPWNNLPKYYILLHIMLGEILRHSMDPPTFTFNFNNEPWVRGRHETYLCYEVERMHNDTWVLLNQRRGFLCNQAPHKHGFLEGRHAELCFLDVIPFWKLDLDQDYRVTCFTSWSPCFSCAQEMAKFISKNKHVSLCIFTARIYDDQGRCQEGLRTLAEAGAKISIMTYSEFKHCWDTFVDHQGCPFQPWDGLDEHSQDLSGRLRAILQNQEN
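Read-out is eYFP fluorescence (Ex 488/Em 500-530) from Vif-expressing HeLa A3G-eYFP cells; more signal means A3G escaped Vif-mediated degradation. Cells plated overnight, compound pinned in, incubated overnight at 37 deg C.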
Glioma ERSR ind – qHTS for Inducers of the Endoplasmic Reticulum Stress Response (ERSR) in Human Glioma: qHTS; U87-MG GRP78 promoter luciferase reporter, 16 h; Potency, µM, inactives show at the top dose activation, usual class: activators; 420,000 tested, 0.02% active; further: potency means the concentration at half of the fitted maximal effect; series mostly up to about 76 µM; % of control where 0% means no effect; nearly all actives have a fitted effect of over 35% in size
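ERSR induction read as luciferase luminescence (Bright-Glo, 10 min at room temperature) in stably transfected human U87-MG glioma cells exposed to compounds for 16 h, using GRP78 as sensor.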
LDHA block – qHTS assay for inhibitors of human lactate dehydrogenase. AID 1347041, 2019. 480,000 tested, 0.15% active. purified LDHA, NADH/diaphorase-resazurin fluorescence; hits give low values. L-lactate dehydrogenase A chain (Homo sapiens), P00338. activity change, % (values are at about 110 or 230 µM); in the data active means activity change below about -30%; inconclusive means mostly about -25% to -30%;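 further: plate controls were DMSO wells for no effect and wells without enzyme for full effect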
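Human LDH5 at 2 nM final in Tris HCl pH 7.4 with 0.06 mM NADH and 0.2 mM pyruvate, reacted 5 minutes at room temperature. Remaining NADH coupled via diaphorase/resazurin; resorufin fluorescence read at 0 and 20 minutes, normalized to enzyme-free and DMSO wells.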
RGS4 inh – Inhibitors of Regulator of G Protein Signaling (RGS) 4: qHTS | Potency, µM (series often up to 114 µM), inactives show at the top dose activity change, negative = inhibition, most hits filed as inhibitors | 390,000 tested, 0.039% active | Regulator of G-protein signaling 4 (Homo sapiens), P49798 | Transcreener GDP fluorescence polarization, RGS4-accelerated GTP hydrolysis; further: potency means the concentration at half of the fitted maximal effect; on the % scale 0 is the no-effect control and ±100 the full control effect; nearly all actives have a fitted effect of over 75% in size; some results filed as inactive show a strong effect at the top dose
Target sequence (P49798 whole entry, looked up): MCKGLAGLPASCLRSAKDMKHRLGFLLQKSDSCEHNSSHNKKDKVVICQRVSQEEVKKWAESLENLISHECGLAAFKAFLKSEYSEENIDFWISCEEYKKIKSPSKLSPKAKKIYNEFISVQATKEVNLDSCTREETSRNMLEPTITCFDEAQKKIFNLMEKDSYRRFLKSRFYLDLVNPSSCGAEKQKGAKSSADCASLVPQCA
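MLSMR compounds (23 nl, pin-transferred) preincubated 10 min at room temperature with a 500nM (2x) first reagent, then RGS4 at 900nM (2x) plus Transcreener GDP mix added; fluorescence polarization (620/688 nm) read before and after 90 min at 30 °C.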
D2 antagonist – HTS Assay for Allosteric Antagonists of the Human D2 Dopamine Receptor: Primary Screen for Antagonists; D(2) dopamine receptor (Homo sapiens), P14416; HEK293 TREx D2 cells, calcium flux, dopamine EC80; inhibition, % at 10 µM; 340,000 tested, 2% active; in the data active means inhibition above about 30%; further: 0% is about no effect
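Cells plated overnight at 30 C with tetracycline; no-wash calcium dye, 30–90 min RT; 10 s baseline; compound pinned; 180 s read; EC80 dopamine added; another 180 s read.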
* marks the source's active call; other numbers are inactive results; u = inconclusive; x = no result given; [ ] = another dose, or the depositor's remark. Unless noted, the call rests on the fitted dose curve; in most records, active means well fitted curve in the direction sought with a large enough effect; inconclusive means small, poorly fitted or top-dose-only effect, or another doubt; inactive means no such curve, though single readings can be large; an effect the other way counts as inactive or inconclusive. This is a subset; rates above refer to the full screens.

SMILES	ERG Ets-DNA blk	D2 agonist	12-LOX inh	Vif-APOBEC3F blk	Vif-A3G inh	Glioma ERSR ind	LDHA block	RGS4 inh	D2 antagonist
CCN(CC(=O)NCc1ccc(Cl)cc1)C(=O)c1cc(OC)cc(OC)c1	-20%	0.2	-5%	-21%	-21%	-6%	-6	-6%	-4
COCCOC(=O)N/C=C\c1nc2ccccc2c(=O)[nH]1	-18%	0.4	4%	2%	u	-2%	-2	1%	14
COc1ccc2cc(C(=O)NCc3ccccc3)c(=Nc3ccc(C(=O)O)cc3)oc2c1	-10%	-1.4	-12%	2%	3%	-3%	1	-5%[56.9 µM]	8
CCOC(=O)c1cccc(NC(=O)C2CCN(S(=O)(=O)c3c(C)noc3/C=C/c3ccc(C)cc3)CC2)c1	0%	0.1	-23%	1%	6%	-1%	4	-8%	x
COC(=O)Cc1[nH]n(-c2ccccc2)c(=O)c1C(C)=Nc1ccccc1	26%	1.8	u	-21%	0%	-3%	7	-20%	-1
Cn1c(CCC(=O)OCC(=O)Nc2ccc(Oc3ccccc3)cc2)nc(=O)c2ccccc21	-6%	x	-9%	1%	0%	0%	-19	5%	x
COc1ccc(NC(=O)COC(=O)CCc2ccc(S(=O)(=O)N3CCOCC3)cc2)cc1Cl	1%	x	-6%	1%	0%	-1%	-4	26%	x
CN(C)c1nc(-c2cccnc2)nc(-c2ccccc2)c1C#N	7%	-0.7	-25%	6%	-3%	4%	6	-11%	-2
CC(=O)Nc1ccc(NC(=O)c2ccc(-c3ccccc3Cl)o2)cc1	2%	x	u	-33%	-1%	-5%	-8	-14%	x
COc1ccccc1OCC(=O)Nc1ncc(C)s1	-2%	-0.3	u	-1%	7%	-8%	-6	1%	9
Oc1ccc(-c2cnc3c(Nc4cccc(OC(F)(F)C(F)F)c4)nccn23)cc1	x	x	2%	x	-5%	4%	-5	x	x
CC(C)CNC(=O)[C@H](Cc1ccccc1)NC(=O)c1ccco1	-2%	-0.4	0%	0%	-1%	-2%	-5	-10%	-12
O=C(CCc1ccc(S(=O)(=O)NC2CCCCC2)cc1)NCc1cccnc1	3%	4.7	-7%	4%	2%	2%	-3	2%	-1
Cn1c(=O)n(C)c2cc(NS(=O)(=O)c3ccc(Cl)cc3)c(NCc3ccccc3)cc21	0%	-0.3	-28%	1%	-20%	4%	18	-27%	x
COc1cc(C)nc(NCc2ccccc2)n1	-3%	0.3	0%	6%	-9%	-2%	-8	8%	23
CCC(C)(C)NC(=O)C(c1ccc(C)o1)N(C(=O)c1csnn1)c1cccc(F)c1 (stereo not drawn)	-3%	0.0	-5%	-11%	1%	-3%	1	-34%	-11
CCN(CC)C(=O)c1sc2nc(N3CCOCC3)c3c(c2c1N)CCCC3	1%	0.0	u	0%	0%	0%	-2	u	11
O=C(NCCc1nc2ccccc2n1Cc1ccccc1)c1ccco1	1%	-1.1	-3%	-7%	-4%	-3%	1	-11%	x
OC(COCC1COc2ccccc2O1)CN1CCN(c2ccccc2)CC1 (stereo not drawn)	-1%	67*	u	-6%	0%	-3%	-5	-32%	60*
O=C(Nc1ccc(Br)cc1)c1cc(S(=O)(=O)N2CCc3ccccc32)ccc1F	2%	x	u	4%	2%	-2%	6	-10%	x
O=C(COc1ccc2ccc(=O)oc2c1)NCC(O)c1ccccc1 (stereo not drawn)	-5%	1.7	27%	-7%	0%	6%	-9	2%[56.9 µM]	-7
CC(C)NC1(C(N)=O)CCN(Cc2ccccc2)CC1	10%	x	21%	3%	0%	-2%	-3	-3%	x
Clc1ccc(CSc2cc3c(nn2)-c2ccccc2CC3)cc1	-1%	1.4	34%	-1%	0%	2%	-1	-29%	10
CCCCn1nc(C(=O)N[C@@H](CCSC)c2nc3ccccc3[nH]2)c2ccccc2c1=O	3%	0.0	221%[activator]	-3%	-7%	3%	-6	7%	0
O=S(=O)(Nc1cccc(S(=O)(=O)N2CCCC2)c1)c1ccc(F)cc1	-4%	-0.3	1%	7%	1%	-2%	1	-9%	9
COc1ccc(CCNS(=O)(=O)c2ccc(Cl)s2)cc1OC	2%	0.7	21%	8%	3%	-2%	-10	-8%	-10
CN(C)CCCNC(=O)/C(=N\O)c1ccccc1	1%	x	-15%	-4%	1%	-2%	3	-42%[56.9 µM]	x
O=C(Nc1ccc(S(=O)(=O)N2CCOCC2)cc1)C1CCN(S(=O)(=O)c2ccc(F)cc2)CC1	31%[activator]	0.3	2%	3%	1%	-4%	-6	-12%	-1
COc1ccccc1NC(=O)Cn1nc(-c2ccc3c(c2)OCCO3)ccc1=O	-14%	0.1	0%	-2%	12%	5%	-14	-14%	7
CCN(CC)c1ccc(NC(=O)c2cccc(F)c2)c(C)c1	-10%	0.1	u	0%	u	5%	5	-3%	-3
O=C(COc1coc(CN2CCN(c3ccccc3F)CC2)cc1=O)N1CCc2ccccc21	-2%	0.1	u	u	1%	0%	-11	-16%	-9
Cc1c(N=c2scc(-c3ccccc3)n2CCO)c(=O)n(-c2ccccc2)n1C	-2%	24	-2%	-1%	-1%	0%	-6	-9%	1
CCOC(=O)C1CCN(C(=O)COC(=O)CSc2ccc(C(N)=O)cc2[N+](=O)[O-])CC1	-1%	0.5	1%	-2%	4%	-2%	-6	0%	17
Cc1ccc(NC(=O)CSc2nnc(-c3cnccn3)n2Cc2ccco2)cc1C	-5%	-0.5	u	-13%	0%	-4%	-12	-1%	0
COC(=O)Cc1ccc(NC(=S)N2CCCCC2C)cc1 (stereo not drawn)	-5%	1.2	-5%	12%	1%	0%	-8	1%	-1
CC(=O)Nc1c(Cl)cc2c(c1Cl)Cc1ccccc1-2	14%	x	5%	-4%	-13%	1%	-6	-21%	x
COc1cc(OC)cc(C(=O)N[C@H](C(=O)NCc2cccs2)C(C)C)c1	-20%	-1.3	-1%	3%	-5%	-4%	-14	15%	-5
CN(CCc1ccccc1)C(=O)c1cccc(NC(=O)Cc2cccc(NC(=O)C3CCCN(S(=O)(=O)c4cccc([N+](=O)[O-])c4)C3)c2)c1 (stereo not drawn)	-16%	x	u	3%	2%	-5%	-5	-8%	x
COc1ccc(C(=O)COC(=O)c2nn(C)cc2Cl)cc1	1%	-0.1	-15%	8%	-1%	8%	-8	18%	1
CC(=O)NC(Cc1c[nH]c2ccccc12)C(=O)NCc1ccco1 (stereo not drawn)	21%	-0.3	-13%	1%	-4%	2%	1	2%	8
CN1CCN(C(=S)NC(=O)c2ccco2)CC1	3%	-0.3	u	0%	3%	-1%	-2	-20%	4
COc1ccc(/C=C/C(=O)N(C)Cc2cccs2)cc1S(=O)(=O)N1CCOCC1	9%	-2.1	7%	-1%	-2%	-3%	1	-10%	-4
COc1ccc(C2CC(c3cccs3)=Nc3ccccc3S2)cc1OC (stereo not drawn)	x	0.5	-16%	-6%	-5%	0%	-10	-9%	7

Complete entries as entered above.
COC(=O)Cc1ccc(NC(=S)N2CCCCC2C)cc1 (stereo not drawn) is listed with ERG Ets-DNA blk: -5%; D2 agonist: 1.2; 12-LOX inh: -5%; Vif-APOBEC3F blk: 12%; Vif-A3G inh: 1%; Glioma ERSR ind: 0%; LDHA block: -8; RGS4 inh: 1%; D2 antagonist: -1
CCOC(=O)C1CCN(C(=O)COC(=O)CSc2ccc(C(N)=O)cc2[N+](=O)[O-])CC1 is listed with ERG Ets-DNA blk: -1%; D2 agonist: 0.5; 12-LOX inh: 1%; Vif-APOBEC3F blk: -2%; Vif-A3G inh: 4%; Glioma ERSR ind: -2%; LDHA block: -6; RGS4 inh: 0%; D2 antagonist: 17
COc1cc(OC)cc(C(=O)N[C@H](C(=O)NCc2cccs2)C(C)C)c1 is listed with ERG Ets-DNA blk: -20%; D2 agonist: -1.3; 12-LOX inh: -1%; Vif-APOBEC3F blk: 3%; Vif-A3G inh: -5%; Glioma ERSR ind: -4%; LDHA block: -14; RGS4 inh: 15%; D2 antagonist: -5

Pulled by compound from the entries so far:
SMILES	ERG Ets-DNA blk	D2 agonist	12-LOX inh	Vif-APOBEC3F blk	Vif-A3G inh	Glioma ERSR ind	LDHA block	RGS4 inh	D2 antagonist
CC(=O)Nc1c(Cl)cc2c(c1Cl)Cc1ccccc1-2	14%	x	5%	-4%	-13%	1%	-6	-21%	x
CCC(C)(C)NC(=O)C(c1ccc(C)o1)N(C(=O)c1csnn1)c1cccc(F)c1 (stereo not drawn)	-3%	0.0	-5%	-11%	1%	-3%	1	-34%	-11
